# Source: PubChem (several laboratories)
# MC4R barr agon = activates human MC4R beta-arrestin recruitment; P32245; U2OS MC4R beta-arrestin complementation, luminescence; percent of melanotan II response, DMSO zero; activation, % at 8.9 µM; actives 0.98% (n = 360,000); AID 540308;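 active = activation above a per-plate cutoff, the mean activation of sample wells on that plate plus 3 SD, cut at about 8% in these data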
# TLR9-MyD88 inh = inhibitors of human TLR9-MyD88 binding; CHO BLA complementation TLR9-MyD88, CCF4 FRET ratio; inhibition, % at 4.98 µM; actives 0.21% (n = 340,000);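 active = inhibition above the mean over all tested compounds plus 3 SD, cut at about 21% in these data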;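 note: 0% = DMSO only wells and 100% = clavulanate BLA inhibitor control wells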
# ABCB6 inh 2 = blocks the human ABCB6 transporter; fluorescence ratio to DMSO, % at 10 µM; Q9NP58; K562-ABCB6 porphyrin accumulation, flow cytometry, 1 h; stronger effect = lower value; actives 0.19% (n = 360,000);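 active = fluorescence ratio to DMSO below 75%, the collection mean minus 3 SD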;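 note: signal is porphyrin accumulated inside mitochondria; 100% equals median channel fluorescence of DMSO control wells; lower ratio means ABCB6 inhibition with less porphyrin fluorescence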
# Target sequence (Q9NP58 whole entry, looked up): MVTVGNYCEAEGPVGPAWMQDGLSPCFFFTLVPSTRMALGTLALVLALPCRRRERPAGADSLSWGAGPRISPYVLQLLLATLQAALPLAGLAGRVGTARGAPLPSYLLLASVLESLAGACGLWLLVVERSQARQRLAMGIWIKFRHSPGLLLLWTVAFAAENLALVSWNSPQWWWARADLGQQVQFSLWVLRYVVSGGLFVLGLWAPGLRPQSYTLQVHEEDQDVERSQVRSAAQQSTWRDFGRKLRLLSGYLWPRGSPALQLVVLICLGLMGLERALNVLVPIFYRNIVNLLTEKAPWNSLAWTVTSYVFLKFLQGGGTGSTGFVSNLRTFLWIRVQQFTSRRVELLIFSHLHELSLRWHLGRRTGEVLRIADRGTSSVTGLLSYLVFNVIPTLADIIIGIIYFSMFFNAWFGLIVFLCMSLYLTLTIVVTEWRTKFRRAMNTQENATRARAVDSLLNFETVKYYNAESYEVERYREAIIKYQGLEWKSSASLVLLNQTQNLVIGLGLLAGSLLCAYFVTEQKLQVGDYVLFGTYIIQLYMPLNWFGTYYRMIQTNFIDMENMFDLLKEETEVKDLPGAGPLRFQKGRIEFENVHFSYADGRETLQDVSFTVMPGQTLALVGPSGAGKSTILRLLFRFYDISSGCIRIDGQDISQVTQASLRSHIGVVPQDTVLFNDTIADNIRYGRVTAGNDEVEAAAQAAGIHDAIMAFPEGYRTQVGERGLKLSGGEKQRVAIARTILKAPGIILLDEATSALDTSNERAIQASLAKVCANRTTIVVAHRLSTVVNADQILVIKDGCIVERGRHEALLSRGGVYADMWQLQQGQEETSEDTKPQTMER
# H9c2 protect = protects H9c2 cardiomyocytes from peroxide injury. protection from H2O2 cell death, % at 20 µM. actives 0.63% (n = 360,000). AID 588492. H2O2 injury protection, ATPLite, 2 h;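 active = compounds giving at least 50% protection of heart cells from peroxide-induced death in the single-dose screen, raw or plate-pattern-corrected value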;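 note: 0% = DMSO wells with peroxide and 100% = DMSO wells without peroxide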
# MC4R antag cAMP = antagonists of human melanocortin 4 receptor (MC4R); actives 0.48% (n = 360,000); inhibition, % at 6.5 µM; MC4R-expressing cells, MTII-stimulated cAMP, LANCE TR-FRET;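 active = inhibition above its plate's cutoff, the mean of tested wells on that plate plus 3 SD, cut at about 29% in these data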;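 note: 0% = Melanotan II alone and 100% = Melanotan II plus saturating MCL0020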
#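 Material: human MC4R-expressing U2OS cells. Probe or stimulus: Melanotan II challenge. Dosing: 6.5 µM single dose. Times: 30-min compound, 1-h challenge, 1-h detection, room temperature. Technique: TR-FRET with Eu-cAMP and labeled anti-cAMP, 671 nm. Replication: singlicate.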
# m5-HT2A agonist = agonists of mouse serotonin 5-HT2A receptor (HTR2A); CHO-K1 mHTR2A beta-arrestin complementation, luminescence; percent of 30 µM serotonin response; activation, % at 7.6 µM; actives 0.66% (n = 360,000);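 active = activation above a run cutoff, the mean activation of all tested compounds plus 3 SD, cut at about 14% in these data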;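 note: 0% = plate median of compound wells and 100% = 30 µM serotonin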
# ABHD5-PLIN5 inh = blocks binding of human ABHD5 to perilipin-5. Q00G26+Q8WTS1. Split G. princeps luciferase complementation, luminescence, 4 h. inhibition, % at 4 µM. actives 0.78% (n = 360,000). AID 602281;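 active = inhibition above the mean inhibition across every tested compound plus 3 SD, cut at about 22% in these data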;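 note: 0% = DMSO only wells and the 100% control is not disclosed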
# N-glyco inh = blocks N-linked glycosylation in D54 reporter cells; D54 ERlucT glycosylation luciferase reporter, 24 h; percent of 100 nM tunicamycin response; reporter increase, % at 12.5 µM; actives 0.23% (n = 360,000); AID 588692;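 active = mean luciferase reporter signal, scaled so untreated is 0 and the glycosylation-blocking control 100, at or above a set limit in every replicate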;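 note: luciferase carries N-glycosylation sites so blocking glycosylation raises the light; 0% = median of neutral control wells and 100% = median of 100 nM tunicamycin wells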
# SRC2 inh = human SRC2 (NCOA2) inhibition. inhibition, % at 9 µM. AID 651957. Q15596. HEK293 GAL4-SRC2 luciferase reporter, luminescence. actives 0.17% (n = 370,000);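 active = inhibition above the mean inhibition of all tested compounds plus 3 SD, set per campaign, cut at about 52% in these data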;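 note: 0% = DMSO treated cells and 100% = cells given Gossypol at 36 µM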
# NOD2 RIPK2 PPI = blocks binding of human NOD2 to RIPK2; actives 0.38% (n = 360,000); inhibition, % at 4.98 µM; AID 624267; CHO BLA complementation NOD2-RIPK2, CCF4 ratio; O43353; in the data active = inhibition above about 21%;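 note: 0% = vehicle only and 100% = reference blocker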
# Starred values were filed as active, the others as inactive; · = no result given. Some of the compounds tested, so the mix of outcomes need not match the whole.
# Each structure is followed by: MC4R barr agon	TLR9-MyD88 inh	ABCB6 inh 2	H9c2 protect	MC4R antag cAMP	m5-HT2A agonist	ABHD5-PLIN5 inh	N-glyco inh	SRC2 inh	NOD2 RIPK2 PPI
CCc1nnc(SCc2cn3c(C)cc(C)nc3n2)n1N
  -0.8	-1	100	3	3	2	2	-1	2	-6
COC(=O)c1nc(-c2ccccc2)n[nH]1
  -1.1	-14	101	-6	0	1	2	1	2	7
CC(C)(C)C(=O)NC1(C(F)(F)F)C(=O)Nc2c1c(=O)[nH]c(=O)n2Cc1ccco1 (configuration not stated)
  1.4	-2	91	0	1	1	-4	1	3	-5
Clc1cccc(Nc2c3c(nc4ncnn24)CCC3)c1
  -0.8	1	98	6	-2	3	-3	2	-11	-8
O=C(CSCc1ccccc1)N1CCN(S(=O)(=O)c2ccc(F)cc2)CC1
  -0.7	4	98	1	1	-4	-5	-6	-21	-8
C=CCn1c(SCC(=O)NC2(C#N)CCCCC2)nnc1-c1ccncc1
  -4.6	3	101	-8	16	-2	-2	2	-7	11
Cc1ccc(-c2c(C(=O)N(C)Cc3ccccc3)oc(=O)c3ccccc23)cc1
  2.5	-16	95	-4	19	-7	6	0	-31	-2
Cc1ccc(S(=O)(=O)c2cc3ccccc3oc2=O)cc1
  0.0	-4	90	25	13	0	-1	-6	-5	3
Cc1cc2nc(C(C)(C)C)c(Cc3ccccc3C(F)(F)F)n2c(C)c1Br
  ·	·	97	·	·	1	-7	·	-4	-12
O=C(CN1CCN(c2ccccn2)CC1)Nc1ccc2ccccc2c1
  -1.5	-12	89	-5	16	2	-2	-1	-15	-9
NC(Cc1ccccc1)c1csc(NC(=O)Nc2ccccc2Oc2ccccc2)n1 (configuration not stated)
  5.1	·	94	-23	5	-1	-6	-5	14	5
COCCN(C(=O)COC(=O)/C=C/c1cccs1)c1c(N)n(Cc2ccccc2)c(=O)[nH]c1=O
  -1.6	-1	96	0	2	3	10	-1	4	4
COc1ccc(S(=O)(=O)N2CCCc3ccccc32)cc1[N+](=O)[O-]
  1.4	14	96	-7	5	-2	1	5	29	-1
CCOC(=O)c1cc(NC(=O)CC(C)(C)CC(=O)O)ccc1N1CCCCC1
  -2.0	-2	102	-4	-4	-1	-3	3	8	-2
Nc1cc(C(=O)OCC(=O)N2CCCC2)ccc1Cl
  -0.7	1	97	-2	6	5	0	0	-54	5
Cc1cc(=O)[nH]c(SCC(=O)N2CCc3ccccc3C2)n1
  -1.7	5	95	4	6	0	3	2	-13	-4
CCCCCCCCCCCCN1[C@@H](CC(C)=O)c2cc(F)ccc2S1(=O)=O
  0.2	2	98	-21	8	-1	-5	2	-15	-6
CN1CCN(c2ccc(NC(=O)C(C)(c3ccccc3)c3ccccc3)cc2)CC1
  1.5	5	103	4	-6	5	3	-3	9	-5
CC1CCC/C(=N\NC(=O)COc2ccc(Cl)cc2Cl)C1 (configuration not stated)
  0.3	1	102	-1	-1	-1	-1	1	8	10
COc1ccc(NC(=O)CN2CCOCC2)cc1S(=O)(=O)N1CCCCC1
  -1.1	-5	101	6	11	-9	-7	1	18	-4
CCc1ccccc1NC(=O)CSc1nnc([C@@H](N)Cc2ccccc2)o1
  1.2	-6	99	2	-1	-4	4	0	-25	-2
Cc1cc(C)n2nc(C(=O)N3CCN(Cc4ccc5c(c4)OCO5)CC3)nc2n1
  -1.5	-2	95	4	18	1	-2	2	-7	-1
COc1cc2c(cc1OC)-c1cc(Nc3ccc4c(c3)OCCO4)nc(=O)n1CC2
  -0.9	-1	94	44	-16	-5	6	-6	7	-6
COCCN(C(=O)COC(=O)/C(=C/c1ccccc1)NC(C)=O)c1c(N)n(Cc2ccccc2)c(=O)[nH]c1=O
  -2.6	6	97	5	6	-4	8	3	-14	-10
O=C(COc1ccc(Br)cc1CNC1CCCC1)Nc1ccccc1
  -3.3	-2	106	3	7	-7	6	0	-8	4
Cc1ncc([N+](=O)[O-])n1CCOC(=O)c1ccc(Br)cc1
  -0.8	7	97	4	3	2	-1	-1	1	-14
CCC(CC)C(=O)Nc1c2c(nn1-c1ccc(OC)cc1)CS(=O)C2 (configuration not stated)
  0.4	1	98	8	3	6	3	-1	6	4
CCCn1c(N)c(N(CCOC)C(=O)CSc2ccccc2)c(=O)[nH]c1=O
  -1.0	-2	96	2	5	-5	-8	-1	-8	8
CC(C)(C)Cc1nnc(NS(=O)(=O)c2ccc([N+](=O)[O-])cc2)s1
  -2.0	6	99	2	4	-5	4	-1	-11	3
Cc1cccc(N2CCN(CC(O)COc3ccccc3Cl)CC2)c1 (configuration not stated)
  0.7	8	85	-5	3	-13	-2	0	2	8
COc1ccc(-n2nc(C(=O)NCC3CCCO3)c3ccccc3c2=O)cc1 (configuration not stated)
  -1.4	5	16*	0	11	4	-4	2	6	-10
C=CCOc1ccc(C2C3=C(CCCC3=O)N(CC(=O)O)C3=C2C(=O)CCC3)cc1OCC
  0.5	1	96	-4	4	5	-73	1	4	-4
CC(C)(C)S(=O)(=O)N1Cc2cc(=O)n(Cc3ccccc3)c(CCO)c2[C@@H]1CCO
  -0.5	5	99	14	-3	7	7	0	-5	-11
Cc1ccc(C(=O)N/C(=C\c2ccco2)C(=O)NCCCN2CCOCC2)cc1C
  -1.4	1	104	0	-1	-3	5	2	13	-5
O=c1c2c(-c3cccs3)csc2ncn1/N=C/c1ccccn1
  0.1	-6	100	-4	10	-5	0	-1	2	-5
CCOC(=O)CN1N=C(/C=C/c2ccc(C(C)C)cc2)CCC1=O
  0.8	6	98	-7	13	-3	-1	-1	-28	8
Cc1noc(C)c1S(=O)(=O)N1CCC(C(=O)NCCc2ccc(S(N)(=O)=O)cc2)CC1
  -1.6	5	94	5	3	-2	6	2	-32	-5
O=C(CC(Cc1ccccc1)C(=O)O)Nc1cccc(C(F)(F)F)c1 (configuration not stated)
  -0.4	6	98	2	6	3	7	0	0	-6
CCc1nc2ccc(C(=O)N(C)CC(=O)Nc3ccccc3C(F)(F)F)cc2nc1CC
  -2.3	-4	94	22	0	3	5	0	-5	-5
Cc1cc(C)c2c(N)c(C(=O)NN3CC(=O)N(c4ccccc4F)CC3=O)sc2n1
  -2.6	10	100	8	8	1	0	0	-1	-1
CCc1cccc(C)c1NC(=O)COn1nnc2ccc(C(F)(F)F)cc21
  -0.6	3	96	0	5	4	6	0	-35	1
CN(C(=O)COc1ccc(C(C)(C)C)cc1)C1CCS(=O)(=O)C1 (configuration not stated)
  0.0	-16	98	1	5	0	-3	2	-30	-13
COc1ccc(-c2nc(NC(=O)c3cc(C(C)(C)C)nn3C)sc2C)cc1
  3.8	-6	99	-6	22	0	-15	-8	·	5
CSc1nc2ccc(S(=O)(=O)N3CCOCC3)cc2s1
  -4.3	0	102	3	10	3	-6	-2	-6	2
Cc1ccc(NC2CCCN(C(=O)c3cccc(-c4ncc[nH]4)c3)C2)cc1C (configuration not stated)
  -0.9	-9	97	2	2	-12	3	-1	-6	-11
O=C(O)COc1ccccc1/C=C1\C(=O)Nc2ccc(Br)cc21
  -0.6	1	99	-3	-2	2	34*	1	7	-13
CN(Cc1ccccc1)C(=O)CNC(=O)C12CC3CC(CC(C3)C1)C2
  -2.3	-4	91	3	6	2	5	-1	13	-17
Cc1nc2ncnn2c(C)c1C/C=C/c1ccccc1
  -0.2	-5	99	4	4	-1	-4	-1	7	6
COc1cccc(C2N(c3ccccn3)C(=O)C3CCCN32)c1OC (configuration not stated)
  0.3	2	91	2	6	0	-2	2	-13	5
Cc1ccccc1CN1C(=O)CN(S(C)(=O)=O)CC1(C)C(=O)Nc1ccc2c(c1)OCCO2 (configuration not stated)
  ·	·	·	·	·	2	5	·	13	-3
COc1ccc(-c2ccc(CN3C(C(C)C)C(=O)N(Cc4cn(CCC5OCCCO5)nn4)CCS3(=O)=O)cc2)cn1 (configuration not stated)
  -1.5	-7	97	-15	4	2	9	-1	16	-3
Cc1ccc(NC(=O)CCC(=O)N/N=C/c2cc([N+](=O)[O-])ccc2O)cc1
  -1.9	3	106	64*	-4	-2	-4	0	13	-15
COc1ccc(-c2noc(CNC(=O)Nc3ccc(F)cc3)n2)cc1
  0.7	-6	101	-3	-2	-4	3	-1	-9	-10
O=C(NCc1ccccc1)C1=C[C@@H](C2CCCCC2)C[C@@H](OCc2ccc(CO)cc2)O1
  -1.0	5	93	-11	5	-1	10	-7	-18	-29
CCCCC(=O)Nc1ccc2c(c1)oc1ccccc12
  1.3	6	99	-7	5	-1	-2	0	-53	1
COC(=O)c1ccc2nc(-c3ccc(F)cc3)c(Cc3cccc(Cl)c3)n2c1
  ·	·	124	·	·	-4	1	·	-15	4
CC(C)(C)c1ccc(C(=O)c2c[nH]c(C(=O)NCc3ccco3)c2)cc1
  0.6	8	98	-19	-1	-4	-3	0	-38	4
CCN1C(=O)C2(C(C#N)=C(N)Oc3n[nH]c(COC)c32)c2ccccc21 (configuration not stated)
  -0.2	2	83	-2	2	4	0	-1	5	-9
COc1ccc(N2CCN(c3oc(COc4ccccc4Cl)nc3C#N)CC2)cc1
  0.2	-7	89	-1	4	0	0	-4	-42	-4
CCOC(=O)C1CCCN(CCC(=O)Nc2ccc(C)c(C)c2)C1 (configuration not stated)
  -0.4	0	100	-2	0	-6	1	1	-17	-1

# Compound profiles (already shown). Screens in order: MC4R barr agon	TLR9-MyD88 inh	ABCB6 inh 2	H9c2 protect	MC4R antag cAMP	m5-HT2A agonist	ABHD5-PLIN5 inh	N-glyco inh	SRC2 inh	NOD2 RIPK2 PPI
# Listed for `CC(C)(C)C(=O)NC1(C(F)(F)F)C(=O)Nc2c1c(=O)[nH]c(=O)n2Cc1ccco1` (configuration not stated) : 1.4	-2	91	0	1	1	-4	1	3	-5
# Listed for `CN1CCN(c2ccc(NC(=O)C(C)(c3ccccc3)c3ccccc3)cc2)CC1` : 1.5	5	103	4	-6	5	3	-3	9	-5

# The results go on:
# Each structure is followed by: MC4R barr agon	TLR9-MyD88 inh	ABCB6 inh 2	H9c2 protect	MC4R antag cAMP	m5-HT2A agonist	ABHD5-PLIN5 inh	N-glyco inh	SRC2 inh	NOD2 RIPK2 PPI
Cc1ccc(C(=O)Nc2onc(C)c2C#N)cc1
  -1.3	-3	89	-7	11	4	10	0	0	-4
Cc1ccc(-c2nc3c(Cl)cc(C(F)(F)F)cn3c2Cc2cccc(F)c2)cc1
  ·	·	97	7	·	0	-21	-2	-11	3
C=CCNc1nc2c(c(=O)[nH]c(=O)n2C)n1CCCc1ccccc1
  2.5	1	101	0	19	0	1	3	-23	0
CCCOc1ccc(C(=O)NCC(c2cccs2)N(C)C)cc1 (configuration not stated)
  3.7	-2	101	14	4	-6	6	-1	-13	10
C=CCOc1ccc(/C=C2\SC(=S)N(NS(=O)(=O)c3ccccc3)C2=O)cc1
  1.6	-1	90	-2	6	5	-3	1	-29	1
CC(=O)N=c1sccn1CC(=O)c1ccc([N+](=O)[O-])cc1
  -2.3	-1	90	0	-2	-3	-7	4	6	6
